Screens: PubChem BioAssay, National Center for Advancing Translational Sciences (NCATS)
AT treatment: potential ataxia-telangiectasia treatments restoring KAP-1 phosphorylation; AID 485349; Potency, µM (series often up to 57.5 µM), inactives show at the top dose activation, most hits filed as activators; […] A-T fibroblasts, KAP-1 phosphorylation AlphaLISA; neocarzinostatin DNA damage 30 min before lysis; 0.19% of 320,000 active; further: potency means the concentration at half of the fitted maximal effect; % of control where 0% means no effect; nearly all actives have a fitted effect of over 45% in size
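ATM-like activity read as KAP-1 phosphorylation via AlphaLISA donor/acceptor antibody pairs after lysis and 6 hr at 25C. Cells were ATM-null patient fibroblasts ([…], hTERT), dosed 60 min, then exposed to the DSB inducer NCS for 30 min.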
MBNL1 CUG block: inhibitors of human MBNL1 binding to CUG repeat RNA | Q9NR56 | TR-FRET MBNL1-His/biotin-(CUG)12 binding, 665/545 ratio | Potency, µM (titrated, usually from 57.5 µM), inactives show at the highest dose activity change, negative = inhibition, hits mostly inhibitors | 0.036% of 280,000 active | AID 2675; active means well fitted inhibition curve with a large enough effect in the signal ratio, with a control signal flat, not every such curve was filed as active; inconclusive means small, poorly fitted or top-dose-only effect, or effect the other way, or a change in a side signal; inactive means no such curve, though single readings can be large or run the other way; the % refers to the signal ratio; further: potency means the concentration at half of the fitted maximal effect; on the % scale 0 is the no-effect control and ±100 the full control effect
Target sequence (Q9NR56 whole entry, looked up): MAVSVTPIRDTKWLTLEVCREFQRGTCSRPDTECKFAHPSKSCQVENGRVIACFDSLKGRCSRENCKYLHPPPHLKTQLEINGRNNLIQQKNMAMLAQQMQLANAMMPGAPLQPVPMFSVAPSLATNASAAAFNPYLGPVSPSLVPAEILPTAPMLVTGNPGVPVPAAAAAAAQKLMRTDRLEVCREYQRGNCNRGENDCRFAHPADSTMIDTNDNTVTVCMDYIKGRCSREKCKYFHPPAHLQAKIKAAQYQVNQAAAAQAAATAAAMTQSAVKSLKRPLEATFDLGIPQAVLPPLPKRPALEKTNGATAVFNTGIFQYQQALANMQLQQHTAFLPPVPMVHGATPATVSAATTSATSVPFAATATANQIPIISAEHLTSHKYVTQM
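TR-FRET between His-tagged MBNL1 and biotin-(CUG)12 RNA, detected with Tb anti-His antibody (0.055 ng/ul) and streptavidin-XL665 (5 nM), 60 min at room temperature. Compounds titrated 92 nM to 58 uM; 665/545 nm ratio normalized to buffer and complex controls.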
GALK inhibitor: blocks human galactokinase activity | AID 1868 | 0.007% of 270,000 active | P51570 | Potency, µM (series often up to 57.5 µM), without a hit: at the highest dose activity change, negative = inhibition, most hits filed as inhibitors | Purified GALK, Kinase-Glo residual ATP luminescence; further: potency means the concentration at half of the fitted maximal effect; on the % scale 0 is the no-effect control and ±100 the full control effect
Target sequence (P51570 whole entry, looked up): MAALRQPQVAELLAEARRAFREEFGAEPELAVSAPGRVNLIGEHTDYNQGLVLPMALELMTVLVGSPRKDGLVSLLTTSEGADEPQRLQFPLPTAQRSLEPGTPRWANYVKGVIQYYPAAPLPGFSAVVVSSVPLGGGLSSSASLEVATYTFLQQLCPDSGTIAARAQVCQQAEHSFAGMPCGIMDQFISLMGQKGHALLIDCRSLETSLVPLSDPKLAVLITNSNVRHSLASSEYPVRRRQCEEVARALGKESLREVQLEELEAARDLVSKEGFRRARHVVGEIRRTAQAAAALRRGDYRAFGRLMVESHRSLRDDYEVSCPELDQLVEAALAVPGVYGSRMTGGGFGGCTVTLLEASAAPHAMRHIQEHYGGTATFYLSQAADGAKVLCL
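Human GALK (5 nM) with 35 uM ATP and 100 uM galactose in 20 mM HEPES pH 8.0, 5 mM MgCl2, 60 mM NaCl, 1 mM DTT, 0.01% BSA. After 1 h at room temperature, leftover ATP was read by Kinase-Glo Plus luminescence.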
hERG WT inh: blocks the wildtype human KCNH2 potassium channel; Q12809; U2OS, BacMam KCNH2, thallium flux FluxOr; active compounds read low; activity change, % at 1.84 µM; 0.37% of 340,000 active; AID 720551;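 active means maximum activity change below -70%; inconclusive means maximum activity change between -70% and -50%; inactive means maximum activity change above -50%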; further: on the % scale 0 is the no-effect control and ±100 the full control effect
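U2OS cells were transduced with wild-type KCNH2 virus (2.03 x 10^8 / mL) for 4 h at room temperature, then cultured overnight at 37 C. Thallium flux was read with FluxOr dye. Rate constants were normalized to DMSO controls.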
CXXC DNA block: MLL CXXC-DNA interaction inhibition | MLL-CXXC / FITC-HOXA9 DNA fluorescence polarization | Potency, µM (series often up to 115 µM), without a hit: top-dose activity change, negative = inhibition, actives largely listed as inhibitors | 0.037% of 290,000 active; active means well fitted inhibition curve with a large enough effect in the polarisation, with a control signal flat, not every such curve was filed as active; inconclusive means small, poorly fitted or top-dose-only effect, or effect the other way, or a change in a side signal; inactive means no such curve, though single readings can be large or run the other way; the % refers to the polarisation; further: potency means the concentration at half of the fitted maximal effect
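Steps: dispense CXXC domain solution (7 uM) → pin compounds or unlabeled HOX-A9 DNA control → 5 min ambient → add FLSN-HOX-A9 solution (50 nM) → spin → 30 min ambient → fluorescence polarization. Tris pH 7.5/NaCl/DTT/BSA buffer.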
Integrin act MD: activates integrin-mediated alleviation for muscular dystrophy. alpha7betagal myoblasts, beta-gal FDG fluorescence, 48 h. 0.064% of 350,000 active. Potency, µM (top dose mostly 38.3 µM), without a hit: at the top dose activation, hits mostly activators. AID 624291;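 further: potency means the concentration at half of the fitted maximal effect; 100% = response of the positive control SU9516; nearly all actives have a fitted effect of over 60% in size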
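Alpha7betagal+/- myoblasts (passage 13) were plated 16-24 hr, then exposed to compounds (1:260 dilution of DMSO stock) for 48 hours at 37C. After MPER lysis, β-galactosidase reporter activity was read as FDG fluorescence (ex 480/em 540) after 30 minutes.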
TRPV1 agonist: human TRPV1 agonism; activation, % at 8.33 µM; Q8NER1; TRPV1-expressing cells, Fluo-8 calcium influx, agonist mode; 0.19% of 320,000 active; in the data active means activation above about 80%; inconclusive means between about 30% and that limit; further: 0% is about no effect
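Fluo-8 calcium influx in TRPV1-expressing cells, kinetic read (ex 480/em 520 nm). Compound added and read 3 min for agonist activity, followed by capsaicin at EC20 final and 2 min further read for enhancement.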
KCNH2 3.1 block: KCNH2 3.1 (human) potassium channel inhibition; U2OS KCNH2 3.1, thallium flux FluxOr; active compounds read low; activity change, % (tested at about 1.8 µM); 0.95% of 340,000 active;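 active means maximum activity change below -70%; inconclusive means maximum activity change from -70% to -50%; inactive means maximum activity change above -50%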;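 further: thallium influx rate constant from kinetic fluorescence after stimulation buffer; on the % scale 0 is the no-effect control and ±100 the full control effect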
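Virally transduced U2OS (3.1 isoform, 4 h infection in dark at RT) → overnight 37 C → FluxOr + Red40 in HBSS/HEPES, 45 min → stimulation buffer, 2 min kinetic read → rate constant vs DMSO controls.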
Coupling enz: inhibits coupling enzyme system, counter-screen for aldolase hits. coupling enzyme system counterscreen, AmpLite Red fluorescence. activity change, negative = inhibition, % at 58.2 µM, hits read low. 0.67% of 290,000 active. AID 2472; in the data active means activity change below about -30%; further: on the % scale 0 is the no-effect control and ±100 the full control effect
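Activity here indicates interference with the coupling reaction, not aldolase inhibition. Compounds at 57.5 uM final met coupling enzymes for 10 min at RT; substrate and AmpLite Red detection followed, with a 525/598 nm fluorescence read after 20 min.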
S-ASM inh: inhibitors of human secretory acid sphingomyelinase; placental ASM, HMU-PC fluorogenic substrate, 60 min; 0.006% of 340,000 active; Potency, µM (titrated, usually from 57.5 µM), for inactives: top-dose activity change, negative = inhibition, actives largely listed as inhibitors; further: potency means the concentration at half of the fitted maximal effect
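HMU-PC0 cleavage (9 uM final) by human placental ASM, 60 min at 37 °C following 10 min compound exposure at RT; stopped at pH 10, fluorescence Ex 386/Em 447 nm.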
* = called active by the depositor; ? = inconclusive; / = not tested or not shown; [ ] = dose if it differs, or a comment. Unless noted, the call rests on the fitted dose curve; in most records, active means well fitted curve in the direction sought with a large enough effect; inconclusive means small, poorly fitted or top-dose-only effect, or another doubt; inactive means no such curve, though single readings can be large; an effect the other way counts as inactive or inconclusive.

SMILES	AT treatment	MBNL1 CUG block	GALK inhibitor	hERG WT inh	CXXC DNA block	Integrin act MD	TRPV1 agonist	KCNH2 3.1 block	Coupling enz	S-ASM inh
O=C(CNC(=O)[C@@H]1Cc2ccccc2CN1)Nc1ccc2c(c1)OCCO2	-2.0%	-2.9%	6.6%	-4.2	11.9%	12.7%	-0.7	-0.3	2.5	2.6%
CC1CCc2c(sc(NC(=O)c3ccc(-c4ccccc4[N+](=O)[O-])o3)c2C#N)C1 (stereo not drawn)	-7.2%	-9.3%	-1.0%	-7.3	?	1.8%	0.3	-17.0	-2.4	-13.2%
COc1ccc(N2CC(C(=O)Nc3nnc(C4CCCCC4)s3)CC2=O)cc1 (stereo not drawn)	-2.0%	-2.1%	5.1%	-12.6	-7.3%	?	-0.4	-13.8	1.6	-5.5%
O=C(CCN1C(=O)/C(=C/c2ccc(Cl)cc2)SC1=S)NCCCn1ccnc1	-6.7%	?	-1.1%	8.7	9.7%	0.0%	0.8	-7.5	/	-2.8%
CCOC(=O)N1CCN(S(=O)(=O)c2ccc(C(=O)Nc3nc4ccc(F)cc4s3)cc2)CC1	-7.7%	7.2%	-3.8%	-0.9	0.9%	-7.2%	-0.3	8.9	-1.0	5.5%
O=S(=O)(N/N=C1/CC(c2ccccc2)Oc2ccccc21)c1ccc(Br)cc1 (stereo not drawn)	-2.9%	-6.2%	0.8%	12.4	-4.8%	32.4%[7.66 µM]	4.3	-36.7	-0.5	-9.2%
CCc1ccc(NC(=O)c2cnc(SC)nc2C)cc1	2.9%	-1.3%	0.8%	-3.6	6.6%	0.0%	?	-7.6	-3.8	0.2%
O=C(NCc1cccc(Cl)c1)C1CCC(=O)N(CCCN2CCCC2=O)C1 (stereo not drawn)	1.2%	2.8%	-1.0%	9.6	11.2%	19.7%	3.7	0.3	1.9	-1.4%
CN(C)S(=O)(=O)c1ccc(C(=O)Nc2nnc(Cc3ccccc3)s2)cc1	12.1%	1.9%	0.9%	3.0	8.7%	0.8%	20.8	8.3	3.0	2.6%
O=C(COC(=O)c1cccnc1Cl)NC1CCCCC1	-2.6%	/	/	-14.2	/	17.5%	/	5.7	/	15.4%
O=C(CN1CCOc2ccccc21)NC1CCCCCCC1	/	/	/	-32.8	/	-50.9%[inhibitor]	/	-25.8	/	2.5%
COc1ccccc1NS(=O)(=O)c1cccc(C(=O)NCC(c2ccco2)N2CCCCC2)c1 (stereo not drawn)	9.7%	/	/	29.4	/	9.2%	2.4	14.3	/	5.2%
C#CCOC(=O)c1ccc(-n2cncn2)nc1	/	-2.3%	2.5%	-2.1	-13.9%	-18.5%	3.0	-5.0	2.7	3.4%
O=C(Nc1ccc(Cl)c(S(=O)(=O)N2CCOCC2)c1)c1cccs1	-0.6%	/	/	-2.7	/	0.0%	/	3.3	/	-5.0%
OC/C(Br)=C(\Br)CO	6.8%	/	/	-0.3	/	/	3.9	23.4	/	-0.8%
CCCC(c1nnnn1Cc1ccc(F)cc1)N1CCN(C)CC1 (stereo not drawn)	1.0%	0.3%	-0.6%	9.8	3.0%	0.0%	-3.1	-7.2	-2.8	4.6%
CCn1nc(C(=O)NNC(=O)C(Cc2ccccc2)NC(N)=O)c2ccccc2c1=O (stereo not drawn)	17.2%	/	/	0.8	/	13.1%	/	-5.8	/	-1.5%
COc1ccc(N2CC(C(=O)Nc3nc(-c4ccccc4)c(C(C)=O)s3)CC2=O)c(OC)c1 (stereo not drawn)	-5.8%	/	/	-2.5	/	-16.5%	1.6	10.1	/	-8.6%
S=C(NCc1ccccc1)N1CCc2ccccc2C1	1.0%	-2.8%	5.5%	11.2	15.7%	?	?	6.7	2.9	2.6%
Cc1ccc2oc(C(Cl)(Cl)Cl)cc(=O)c2c1	11.5%	0.5%	-3.1%	5.7	-4.3%	-10.1%	-3.7	-2.6	-1.0	-0.8%
CC(OC(=O)Cc1c[nH]c2ccccc12)C(=O)c1ccccc1 (stereo not drawn)	/	/	/	4.9	/	-18.7%	1.8	-0.2	/	-1.2%
CCN(CC)C(=O)Cn1c(=O)n(CCCC(=O)NCc2ccc3c(c2)OCO3)c(=O)c2sccc21	7.1%	-1.3%	-1.6%	2.2	12.1%	-24.5%	-0.1	-0.5	-0.2	-2.1%
O=C(CCNS(=O)(=O)c1ccc(OC(F)(F)F)cc1)Nc1cccc(S(=O)(=O)N2CCCC2)c1	/	/	/	0.6	/	14.3%	/	16.0	/	-9.8%
Cc1cccc(Cn2nc(C)cc2NC(=O)CCCn2ccc([N+](=O)[O-])n2)c1	0.1%	6.1%	1.3%	11.1	16.3%	-21.4%	2.7	-6.1	2.9	-0.2%
Cc1c(N2C(=O)c3ccccc3C2(O)c2ccccc2)c(=O)n(-c2ccccc2)n1C (stereo not drawn)	-5.7%	-15.0%	3.8%	-5.6	-1.6%	?	5.8	-8.2	3.8	0.4%

Reprinted from the part before: five compounds; new compounds follow.
SMILES	AT treatment	MBNL1 CUG block	GALK inhibitor	hERG WT inh	CXXC DNA block	Integrin act MD	TRPV1 agonist	KCNH2 3.1 block	Coupling enz	S-ASM inh
CC(OC(=O)Cc1c[nH]c2ccccc12)C(=O)c1ccccc1 (stereo not drawn)	/	/	/	4.9	/	-18.7%	1.8	-0.2	/	-1.2%
CCN(CC)C(=O)Cn1c(=O)n(CCCC(=O)NCc2ccc3c(c2)OCO3)c(=O)c2sccc21	7.1%	-1.3%	-1.6%	2.2	12.1%	-24.5%	-0.1	-0.5	-0.2	-2.1%
O=C(CCNS(=O)(=O)c1ccc(OC(F)(F)F)cc1)Nc1cccc(S(=O)(=O)N2CCCC2)c1	/	/	/	0.6	/	14.3%	/	16.0	/	-9.8%
Cc1cccc(Cn2nc(C)cc2NC(=O)CCCn2ccc([N+](=O)[O-])n2)c1	0.1%	6.1%	1.3%	11.1	16.3%	-21.4%	2.7	-6.1	2.9	-0.2%
Cc1c(N2C(=O)c3ccccc3C2(O)c2ccccc2)c(=O)n(-c2ccccc2)n1C (stereo not drawn)	-5.7%	-15.0%	3.8%	-5.6	-1.6%	?	5.8	-8.2	3.8	0.4%
Fc1ccc(-c2nnc3sc(C4COc5ccccc5O4)nn23)cc1 (stereo not drawn)	2.3%	-3.7%	4.2%	10.2	-11.2%	8.1%	?	-10.1	0.2	-13.1%
CCc1nc2ccccc2n1CC(=O)Nc1cc(C)on1	-5.5%	/	2.4%	2.7	-2.7%	15.1%	-1.3	-8.3	0.9	-1.3%
Cc1nc2ccc(NC(=O)c3cccc(C(F)(F)F)c3)cc2o1	-12.3%	-2.2%	0.0%	-5.4	-1.3%	-0.7%	27.1	2.3	1.4	-0.6%
Cc1ccc(-n2c(NN)nc3ccccc3c2=O)c(C)c1	7.0%	-14.3%	1.9%	-14.5	-7.4%	-27.3%	-2.6	-5.3	0.4	0.7%
CN(CCc1ccccc1)C1CCCN(C(=O)Cn2cccn2)C1 (stereo not drawn)	16.2%	-1.9%	-4.3%	1.5	15.6%	11.6%	0.6	-9.2	/	1.8%
Cc1ccc(S(=O)(=O)/N=C(/c2ccccc2)N(C)C)c(C)c1	-6.3%	-1.3%	11.5%	-3.6	-6.0%	3.9%	-0.6	1.9	-1.0	-13.1%
CCOc1ccc2[nH]cc(S(=O)(=O)c3ccc(C)cc3)c(=O)c2c1	-2.4%	45.6%[activator]	4.3%	0.4	8.4%	-17.5%	0.4	-8.1	2.6	4.7%
Cc1ccc2cc(S(=O)(=O)NCCCN3CCOCC3)ccc2c1	5.6%	22.8%	-2.4%	-1.4	-4.3%	-3.7%	0.7	17.7	2.0	1.2%
O=C(NC1CCCc2ccccc21)C1CCCN(S(=O)(=O)c2cnc[nH]2)C1 (stereo not drawn)	-1.6%	-14.9%	1.5%	5.6	-0.4%	-18.0%	-0.7	-3.7	2.3	-0.3%
CCN(CC)S(=O)(=O)c1ccc2c(c1)N(CC(=O)N1CCC(C(N)=O)CC1)C(=O)CO2	-10.5%	-3.8%	10.5%	1.5	3.0%	12.9%	3.2	-2.0	-1.2	0.7%
CCC(C)NC(=O)C1CCCN1S(=O)(=O)c1ccc(Cl)cc1 (stereo not drawn)	0.2%	-9.2%	-1.2%	-4.8	8.7%	-3.9%	3.3	-7.9	1.7	1.1%
Cc1ccc(S(=O)(=O)Oc2ccc(/C=C3/C(=N)N4C(=NC3=O)SN=C4S(C)(=O)=O)cc2)cc1	-3.1%	14.9%	?	25.6	3.4%	16.4%	-0.3	1.4	/	-29.9%
